# Source: PubChem (several laboratories)
# LYP act = activators of human LYP (PTPN22) phosphatase | Q9Y2R2 | recombinant LYP, DiFMUP fluorescence; 0 = plate median, 100 = signal doubled | actives 0.11% (n = 96,000) | activation, % at 2 µM;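 active = activation at 2 µM above a set limit, the mean plus 5 SD, cut at about 37% in these data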
# Target sequence (Q9Y2R2 whole entry, looked up): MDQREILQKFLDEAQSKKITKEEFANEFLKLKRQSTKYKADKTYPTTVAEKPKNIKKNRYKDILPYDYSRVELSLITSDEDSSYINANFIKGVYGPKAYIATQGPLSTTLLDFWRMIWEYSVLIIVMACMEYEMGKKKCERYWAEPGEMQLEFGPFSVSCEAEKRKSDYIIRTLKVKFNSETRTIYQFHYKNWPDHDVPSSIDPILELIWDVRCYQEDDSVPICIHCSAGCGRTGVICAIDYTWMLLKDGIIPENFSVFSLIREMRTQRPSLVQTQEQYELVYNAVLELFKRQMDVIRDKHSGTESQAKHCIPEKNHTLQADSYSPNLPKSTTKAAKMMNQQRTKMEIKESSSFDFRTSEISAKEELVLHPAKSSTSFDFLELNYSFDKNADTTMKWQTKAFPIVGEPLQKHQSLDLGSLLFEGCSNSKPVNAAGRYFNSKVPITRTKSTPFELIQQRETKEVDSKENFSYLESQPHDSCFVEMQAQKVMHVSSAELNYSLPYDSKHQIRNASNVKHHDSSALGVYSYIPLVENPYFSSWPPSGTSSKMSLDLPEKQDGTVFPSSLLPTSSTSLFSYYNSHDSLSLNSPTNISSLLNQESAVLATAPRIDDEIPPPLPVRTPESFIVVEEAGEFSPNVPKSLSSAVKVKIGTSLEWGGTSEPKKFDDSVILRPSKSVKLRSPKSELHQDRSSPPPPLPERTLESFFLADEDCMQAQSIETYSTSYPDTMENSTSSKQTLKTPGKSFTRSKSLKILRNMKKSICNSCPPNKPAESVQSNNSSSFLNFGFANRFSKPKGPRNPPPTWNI
# Rev-RRE block = disrupts HIV-1 Rev binding to RRE RNA; AID 704; P05866; actives 0.79% (n = 97,000); inhibition, % at 8 µM; Rev peptide-RRE RNA binding, FRET;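 active = inhibition above the screen-wide mean plus 3 SD, cut at about 35% in these data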;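 note: 0% = median DMSO wells and 100% = median Neomycin B control wells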
# Target sequence (P05866 whole entry, looked up): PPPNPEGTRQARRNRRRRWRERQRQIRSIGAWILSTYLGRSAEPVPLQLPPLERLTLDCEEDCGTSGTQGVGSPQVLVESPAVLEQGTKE
#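 Test system – labelled RRE RNA duplex and labelled Rev peptide · Signal – fluorescein-to-Cy5 FRET, 480 nm excitation · Evaluation – % inhibition of FRET ratio versus controls · Benchmarks – DMSO low control, neomycin B high control · Incubation – 5 min RNA-compound premix plus 15 min binding step, 25 °C · Medium – HEPES pH 7.5 salt buffer with EDTA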
# PLK1 kinase inh = PLK1 (human) kinase inhibition | P53350 | recombinant PLK1 kinase, TR-FRET peptide phosphorylation | inhibition, % at 10 µM | actives 0.53% (n = 97,000) | AID 619;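 active = inhibition of 50% or more in the single-concentration screen; inactive = inhibition below 50%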;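 note: 0% = DMSO max control and 100% = H-89 dihydrochloride min control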
# EphB4 ephrin blk = antagonists of human EphB4-ephrin-B2 interaction. P54760. EphB4 LBD / TNYL-RAW-Alexa532 peptide, fluorescence polarization. inhibition, % at 7 µM. actives 0.15% (n = 97,000). AID 720;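 active = inhibition above the screen-wide mean inhibition plus 3 SD, cut at about 15% in these data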;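 note: 0% = DMSO wells and 100% = excess unlabeled TNYL-RAW peptide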
# CYP2C9 act = CYP2C9 (human) activation; P11712; actives 1.4% (n = 96,000); activation factor at 5 µM; recombinant CYP2C9, luciferin-H conversion, luminescence; active compounds read high; factor 1 = untreated enzyme, 0 = blocked; AID 1024;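 active = activation factor of 2 or more for CYP2C9 at a 5 µM dose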;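 note: 0 = sulfaphenazole-blocked wells and 1 = vehicle-only wells; values of inactives mirror those of a sister screen read the other way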
# CYP2C9 inhib = blocks human cytochrome P450 2C9 | actives 20% (n = 96,000) | CYP2C9 Supersomes, luciferin-H conversion, luminescence | inhibition, % at 5 µM;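 active = blocking of liver enzyme CYP2C9 beyond about 50% at 5 µM, limit read from the data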; note: values of inactives mirror those of a sister screen read the other way
# Calb biofilm kill = kills Candida albicans biofilms | actives 0.14% (n = 85,000) | inhibition, % at 6 µM | C. albicans biofilm + clotrimazole, Alamar Blue | AID 834;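 active = inhibition above 20%; inactive = inhibition below 20%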;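 note: preformed 24 hr biofilms exposed to compound for 48 hr; 0% = biofilm without compound and 100% = blank killed by clotrimazole plus chlorhexidine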
# PLK1 PBD inh = inhibitors of human Plk1 polo box domain binding | Plk1 PBD phosphopeptide binding, fluorescence polarization | inhibition, %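 (tested at about 20 µM)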 | actives 0.13% (n = 97,000); in the data active = inhibition above about 34%, passing the limit was not always enough
# LYP inh 2 = LYP (human) phosphatase inhibition; Q9Y2R2; recombinant LYP catalytic domain, DiFMUP fluorescence; inhibition, % at 2 µM; actives 0.21% (n = 96,000);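 active = inhibition at 2 µM at or above a set limit, the screen mean plus 3 SD, cut at about 24% in these data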;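 note: 0% = DMSO with enzyme and 100% = enzyme fully blocked by orthovanadate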
# * = called active by the depositor; / = not tested or not shown; [ ] = remark or other dose.
canonical_smiles	LYP act	Rev-RRE block	PLK1 kinase inh	EphB4 ephrin blk	CYP2C9 act	CYP2C9 inhib	Calb biofilm kill	PLK1 PBD inh	LYP inh 2
Brc1ccc(-c2csc(N3CCC(c4ccccc4)C3)n2)cc1 (stereo not drawn)	7.1	6.1	-16.4	8.2	0.9	11.0	/	-1.7	-2.9
Brc1cc2c(cc1Cn1c(-c3cncs3)nc3ccccc31)OCO2	7.7	8.3	-5.3	-2.2	1.1	-7.6	3.5	-1.2	-9.1
CCC(C)N1C(=O)CCC1C(=O)N1CCN(c2ccccc2F)CC1 (stereo not drawn)	15.6	-3.4	-10.2	1.6	1	-2.7	6.6	-35.3	-13.3
CC(NC(=O)Cn1nnc(-c2ccncc2)n1)c1ccccc1 (stereo not drawn)	-2.2	5.9	8.6	4.8	/	/	8.0	-4.3	-3.4
CC(C)Cc1ccc(C(C)C(=O)Nc2nccs2)cc1 (stereo not drawn)	-6.6	5.8	-5.5	-3.1	0.3	67.9*	0.0	0.3	2.9
CC1(C)C2([N+](=O)[O-])CN3CC1([N+](=O)[O-])CN(C2)C3c1ccccc1 (stereo not drawn)	-3.9	2.8	-0.2	-6.5	1	-2.2	/	-17.7	6.3
COc1ccc(NC(=O)CN(C)S(=O)(=O)c2cccc3cccnc23)cc1	0.3	-1.6	-9.8	-9.3	0.1	89.5*	7.7	-3.1	-3.4
CCOc1ccc(C(=O)NC(=S)Nc2ccccc2N2CCC(C)CC2)cc1[N+](=O)[O-]	-13.4	-0.1	1.2	3.3	0.3	71.9*	/	-9.2	15.7
CCOC(=O)c1ccc(NC(=O)NS(=O)(=O)c2ccc(C)cc2)cc1	-0.7	6.0	-6.5	-3.1	0.9	12.0	6.9	1.0	-3.4
Oc1oc(-c2ccccc2)nc1C=Nc1cccc2ccccc12	-10.8	3.7	-11.9	0.8	0.9	13.1	5.1	25.6	13.8
COc1ccc(C2CC(=O)Nc3cc(C)c(C)cc32)c(OC)c1OC (stereo not drawn)	5.2	-1.2	-1.8	-9.2	0.4	57.0*	2.4	3.4	-1.7
COc1cc(OC)cc(C(C)=O)c1	3.2	7.1	-19.9	-5.5	0.9	5.4	3.3	5.6	-5.1
O=S(=O)(c1ccc(S(=O)(=O)N2CCCC3(CCCCC3)C2)cc1)N1CCCCC1	-3.4	1.0	1.2	2.3	0.9	6.0	4.1	11.2	2.7
Cc1ccccc1NC(=O)CCN1CCN(C/C=C/c2ccccc2)CC1	5.2	6.0	-9.7	-3.5	0.9	9.5	7.6	11.3	-7.9
CCN1CCN(Cc2ccc(OCc3ccccc3)cc2)CC1	-8.9	-0.1	-1.7	-3.5	0.9	11.1	4.2	-17.2	8.3
O=C(Nc1ccccc1)N1CCCN(Cc2ccccc2F)C1	2.3	0.3	-6.1	-3.5	0.9	13.8	/	30.1	-5.5
CC(C)OP(=O)(OC(C)C)C1(O)C(=O)Nc2ccc(Br)cc21 (stereo not drawn)	2.2	22.9	-11.5	-4.6	1.1	-14.4	/	-18.8	1.5
COc1ccc(CCN(C)C(=O)CSc2nccn2C)cc1OC	-5.0	-3.9	-7.4	-11.3	1	2.9	2.7	-24.3	4.6
O=C(CC1C(=O)NCCN1C(=O)Nc1ccccc1)Nc1ccc2c(c1)OCCO2 (stereo not drawn)	3.9	3.5	-3.1	-8.6	0.7	29.8	7.5	-3.6	-5.8
COc1cccc(Cn2cnc3c(NS(=O)(=O)c4cccc(Cl)c4Cl)c(C)c(C)cc32)c1	-5.3	1.7	-11.2	-3.6	0	96.4*	/	7.3	6.7
O=C(CCN1CCCCCC1)Nc1cccc(Cl)c1	5.9	-1.2	-11.2	-8.8	1.1	-9.3	2.7	-3.2	-7.4
O=C(C1CC(c2ccccc2O)=NO1)N1CCc2ccccc2C1 (stereo not drawn)	8.4	12.6	-3.0	-2.1	0.7	33.5	3.7	-4.2	-6.2
COc1cccc(CNS(=O)(=O)c2cn(C)cn2)c1	-1.1	5.1	-3.5	-6.1	0.9	5.0	6.8	3.7	0.7
O=C(NCCNC(=O)c1cc(OCC(F)(F)F)ccc1OCC(F)(F)F)Nc1cccc(C(F)(F)F)c1	2.2	20.1	-5.3	9.1	0.3	66.8*	/	0.4	-6.5
CCOc1cccc(C(=O)Nc2nc(-c3ccc(S(=O)(=O)N4CCOCC4)cc3)cs2)c1	1.3	-4.8	-13.7	-5.8	0.4	64.9*	1.5	-26.1	-1.2
CCN(CC)CP(=O)(c1ccccc1)c1ccccc1	2.7	-2.6	-10.0	-10.7	1.1	-12.4	5.6	25.6	-5.4
COc1ccc(N(CC(=O)Nc2ccc(S(=O)(=O)N3CCCCC3)cc2)S(C)(=O)=O)cc1OC	-1.1	7.9	-10.5	5.2	0.5	53.2*	4.7	-0.9	-1.5
Cc1c(C(=O)Nc2c(C)n(C)n(-c3ccccc3)c2=O)oc2ccccc12	-3.2	7.8	0.3	6.7	0.8	16.9	-2.7	-18.4	3.1
CCN1C(=O)/C(=c2\o/c(=C3\C=Cc4ccccc4N3CC)c(=O)n2CC)SC1=S	0.7	4.5	-6.5	-4.8	0.7	32.6	5.7	-7.3	-2.8
COc1ccc(-n2c(COc3cccc4ccccc34)nnc2SCC#N)cc1	-7.4	10.0	-7.8	-0.8	/	/	3.9	-10.5	6.5

canonical_smiles	LYP act	Rev-RRE block	PLK1 kinase inh	EphB4 ephrin blk	CYP2C9 act	CYP2C9 inhib	Calb biofilm kill	PLK1 PBD inh	LYP inh 2
Cc1ccc(-c2c3c(=O)n(C)c(=O)n(C)c3cn2-n2cnnc2)cc1	-0.4	6.8	-11.5	-3.5	1.1	-7.5	1.3	26.1	-0.7
Cc1ccc(CNC(=O)c2ccc3c(=O)n(CC4CCCO4)c(=S)[nH]c3c2)cc1 (stereo not drawn)	-4.2	-2.9	-13.2	0.3	1	-4.7	-0.2	-3.4	4.0
Cc1ccccc1-c1nc(S(=O)(=O)c2ccc(Br)cc2)c(NCc2cccnc2)o1	1.6	-1.1	7.2	-3.0	0.3	66.3*	4.7	-7.6	1.3
COC(=O)/C=C/C(=O)Nc1cccnc1	-8.7	10.8	-8.0	-5.5	1	-1.1	/	11.4	13.4
Cc1nn(-c2ccccc2)c(C)c1C(=O)OC/C(O)=C(\C#N)c1nc2ccccc2[nH]1	-8.4	40.3*	-14.3	1.0	0.4	64.4*	3.1	4.6	8.8
COC(=O)C1=C(C)NC(=O)/C1=C\c1cc(C)n(-c2cc(C)cc(C)c2)c1C	-5.7	-2.1	-5.7	4.2	0.1	92.3*	3.2	-7.0	5.0
CCOC(=O)c1c(NC(=O)/C=C/c2ccco2)sc(C)c1C	1.2	2.1	-5.6	0.6	1	-4.0	/	27.2	-3.4
CC(=O)Oc1c(Cl)cc(Cl)cc1/C=C/c1ccc2ccccc2n1	4.8	14.1	-10.6	1.8	1	3.0	/	-81.8	-1.0
COc1ccc(-c2cc(C(=O)N3CCN(C(c4ccccc4)c4ccccc4)CC3)no2)cc1	-2.4	3.7	-11.2	-1.2	0.8	24.7	5.1	-17.4	1.5
Cc1cc2cc(CNC(=O)c3cc4ccccc4o3)ccc2n1C	-1.7	-3.7	-5.8	2.3	0.8	24.5	/	22.8	-0.9
CCOC(=O)N1CCC(NC(=O)C2CCCN(S(=O)(=O)c3cccc4nsnc34)C2)CC1 (stereo not drawn)	-7.7	-1.1	-11.9	-6.3	1	0.7	/	-15.5	7.3
COc1ccc(C(=O)/C=C/Nc2ccc(C)cn2)cc1OC	2.4	6.0	-7.0	-7.4	/	/	-7.8	-7.6	-0.3
CC(=O)N(CCO)Cc1cc2cc(C)cc(C)c2[nH]c1=O	-2.2	0.9	1.6	-6.5	0.9	7.5	8.8	28.6	0.0
Cc1ccc(NC(=O)CSc2nnc(-c3ccncc3)n2N)cc1C	5.4	8.1	-3.3	-6.8	0.5	53.3*	4.9	12.1	-7.7
Cc1[nH]nc2nc3c(c(OC(=O)c4ccccc4)c12)c(=O)n(C)c(=O)n3C	0.4	7.5	-9.4	-2.8	0.7	34.5	3.0	7.8	-4.3
O=C1c2cccnc2C(=O)N1c1cccc(-c2nc3ccccc3o2)c1	1.1	1.1	-34.6	1.2	1.1	-5.7	7.8	-9.8	2.7
Cc1cccc(OCC(=O)Nc2ccccc2N2CCN(C(=O)C(C)C)CC2)c1C	-12.9	10.2	-10.1	4.7	0.4	55.7*	-0.9	-1.8	11.4
CC(=O)c1c(C)[nH]c(C(=O)OCc2nnc(-c3ccccc3)o2)c1C	-4.4	1.5	-5.3	7.1	0.6	37.1	6.9	6.3	6.9
Cc1cc2c(ncn2C(C)C)c(N)c1C	/	3.2	-7.0	5.0	1	-2.6	/	31.7	/
CC1CCN(CCCCOc2ccc(C(=O)c3ccccc3)cc2)CC1	-0.7	7.7	-4.2	-0.3	1	-4.7	0.1	7.0	2.8
O=C(O)CCCNc1cc(N2CCC3(CC2)OCCO3)c2noc3c2c1C(=O)c1ccccc1-3	3.0	122.5*[fluorescence artefact?]	35.6	2.0	0.4	60.7*	-0.8	6.6	-4.7
O=S(=O)(/N=C(/Nc1ccc(F)cc1F)c1ccc(Cl)cc1)c1ccccc1	-3.4	2.7	-11.2	-3.7	1	0.5	/	1.2	6.0
CCc1cc(=O)oc2cc(C)c(CN3CCCC(C)C3)c(O)c12 (stereo not drawn)	-7.6	7.5	-11.4	2.7	0.6	38.4	5.9	-6.0	6.3
CSc1ccc(S(=O)(=O)Nc2ccc(F)cc2)cc1	2.2	4.7	-14.3	5.2	0.1	92.4*	5.2	-1.9	-3.4
CCOC(=O)N1CCN(C(=O)c2ccc(C)c(S(=O)(=O)Nc3cccc(C)c3C)c2)CC1	-9.6	4.0	-0.8	5.2	0	97.5*	2.2	-0.3	7.6
O=C(Cc1csc(Nc2nc(=S)[nH]c3ccccc23)n1)NCc1ccc(Cl)cc1	-7.5	6.6	-11.2	10.6	0.2	82.9*	/	-7.0	5.6
Cc1ccc2cc3cc(C(=O)N4CCCCCC4)oc3nc2c1	-1.5	8.3	-0.1	0.9	1	-0.8	/	-22.6	-0.8
Cc1cc(=O)[nH]c(SCC(=O)NCCOc2ccccc2)n1	-5.2	8.6	-17.1	-2.3	0.9	6.0	8.6	2.7	3.5

# Four of the compounds above, with two lines to a compound.
# Screens in order: LYP act	Rev-RRE block	PLK1 kinase inh	EphB4 ephrin blk	CYP2C9 act	CYP2C9 inhib	Calb biofilm kill	PLK1 PBD inh	LYP inh 2
Cc1cc2c(ncn2C(C)C)c(N)c1C
 : /	3.2	-7.0	5.0	1	-2.6	/	31.7	/
O=C(O)CCCNc1cc(N2CCC3(CC2)OCCO3)c2noc3c2c1C(=O)c1ccccc1-3
 : 3.0	122.5*[fluorescence artefact?]	35.6	2.0	0.4	60.7*	-0.8	6.6	-4.7
O=C1c2cccnc2C(=O)N1c1cccc(-c2nc3ccccc3o2)c1
 : 1.1	1.1	-34.6	1.2	1.1	-5.7	7.8	-9.8	2.7
COc1ccc(-c2cc(C(=O)N3CCN(C(c4ccccc4)c4ccccc4)CC3)no2)cc1
 : -2.4	3.7	-11.2	-1.2	0.8	24.7	5.1	-17.4	1.5
